# DENV2 CPE – inhibitors of DENV2 cytopathic effect, primary screen, cell-based, plate reader, single concentration. DENV2-infected cells, cytopathic effect rescue. CPE inhibition, % at 9.99 µM. actives 1.7% (n = 350,000); in the data active = CPE inhibition above about 20%, passing the limit was not always enough; inconclusive = no clear call, values can overlap the other calls; tested in BHK-21 cells;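 also: 0% = median of neutral control wells and 100% = median of positive control wells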
# miR122 inh – miR-122 Renilla sensor signal increase in Huh7, primary screen, miR-122 inhibitor project, cell-based, single point, plate reader. Huh7 miR-122 Renilla luciferase sensor, 48 h; neutral wells = 0, positive control = 100. activation (reporter increase), % at 12.5 µM. actives 0.3% (n = 340,000);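 active = mean replicate activation score at least 90 and every replicate individually at or above 90; inconclusive = only one of the two criteria met; inactive = neither criterion met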;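 also: higher luciferase means less miR-122 activity so hits act as miR-122 inhibitors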
# CFTR F508del cor – F508del CFTR correction, initial screen, CFBE line, single point; AID 720511, 2013; actives 0.36% (n = 350,000); activity (quench increase), % at 7.58 µM; CFBE cells, YFP halide quenching; stimulated with forskolin plus potentiator P3; % fluorescence drop versus neutral controls;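 active = mean added fluorescence quench of at least 8% versus neutral control, with both replicates also reaching 8%; inconclusive = only one of the mean or replicate conditions met; inactive = mean below 8% and not both replicates reaching 8%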;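 also: cells transiently co-express mutant CFTR-F508del with the halide-sensitive YFP; corrector assay measuring rescue of mutant channel to the surface after 24 h compound exposure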
# SIRT5 block – SIRT5 desuccinylase inhibitors, primary screen, biochemical, fluorescence imaging, single point, set 5; inhibition, % at 15 µM; NAD-dependent protein deacylase sirtuin-5, mitochondrial (Homo sapiens), Q9NXA8; actives 1.1% (n = 330,000); Purified SirT5, succinyl-peptide AMC, trypsin-coupled fluorescence; in the data active = inhibition above about 15%; inconclusive = no clear call, values can overlap the other calls
# CASP6 VEID inh – human caspase-6 inhibitors, primary screen, biochemical, VEID-R110 fluorescence, single point, set 2; P55212; purified caspase-6, Z-VEID-R110 cleavage fluorescence; inhibition, % at 12.5 µM; actives 0.53% (n = 350,000);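 active = mean inhibition across replicates at least about 35%, with every replicate also reaching that limit, limit read from the data; inconclusive = only one of the two criteria met; inactive = neither criterion met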;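 also: 0% = median of neutral control wells and 100% = no fluorescence left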
# ERAP1 HTS inh – human ERAP1 aminopeptidase inhibitors, primary screen, biochemical, single point, plate reader; recombinant ERAP1, Leu-AMC fluorescence, 60 min; inhibition, % at 10.7 µM; actives 0.15% (n = 340,000);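 active = mean replicate inhibition of at least 30%, or all replicates individually reaching that 30% level; inactive = mean below 30% and not every replicate reaching it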;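 also: 0% = neutral control wells and 100% = L-leucinethiol positive control wells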
# Target sequence (Q9NZ08 whole entry, looked up): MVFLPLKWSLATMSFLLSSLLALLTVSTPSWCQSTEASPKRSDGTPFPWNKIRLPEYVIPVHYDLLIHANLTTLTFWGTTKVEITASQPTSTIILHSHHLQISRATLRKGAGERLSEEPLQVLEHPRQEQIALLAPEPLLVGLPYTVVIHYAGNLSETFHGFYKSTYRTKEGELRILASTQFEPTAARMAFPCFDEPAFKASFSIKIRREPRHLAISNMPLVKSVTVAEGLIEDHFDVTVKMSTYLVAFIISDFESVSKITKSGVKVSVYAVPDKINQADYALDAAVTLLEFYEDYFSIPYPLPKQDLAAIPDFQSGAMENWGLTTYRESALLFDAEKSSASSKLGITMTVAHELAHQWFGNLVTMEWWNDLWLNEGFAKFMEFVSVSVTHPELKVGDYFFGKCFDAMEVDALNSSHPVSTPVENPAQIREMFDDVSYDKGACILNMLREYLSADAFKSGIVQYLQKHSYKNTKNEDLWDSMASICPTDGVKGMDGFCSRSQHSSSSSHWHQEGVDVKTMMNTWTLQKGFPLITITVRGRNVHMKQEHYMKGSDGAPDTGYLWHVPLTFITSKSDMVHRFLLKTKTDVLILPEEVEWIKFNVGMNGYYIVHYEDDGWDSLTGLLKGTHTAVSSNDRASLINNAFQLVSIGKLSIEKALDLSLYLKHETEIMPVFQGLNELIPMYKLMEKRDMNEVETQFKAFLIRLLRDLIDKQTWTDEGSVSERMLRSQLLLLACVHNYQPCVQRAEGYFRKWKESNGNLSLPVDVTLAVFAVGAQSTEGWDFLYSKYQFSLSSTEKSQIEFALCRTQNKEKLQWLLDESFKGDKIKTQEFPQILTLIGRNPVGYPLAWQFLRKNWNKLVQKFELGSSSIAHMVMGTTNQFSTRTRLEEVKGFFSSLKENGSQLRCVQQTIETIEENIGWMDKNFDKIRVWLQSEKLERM
# ERp5 block – inhibitors of ERp5-driven insulin aggregation, primary screen, biochemical, turbidity, absorbance 650 nm, single point. Protein disulfide-isomerase A6 (Homo sapiens), Q15084. 90 min. inhibition, % at 9.99 µM. actives 0.05% (n = 350,000);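 active = mean replicate inhibition above about 25%, with every replicate also reaching it, limit read from the data, passing the limit was not always enough; inconclusive = only one of those two criteria met; inactive = neither criterion met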
# Starred values were filed as active, the others as inactive; ? = inconclusive; / = not tested or not shown; & = joins results of further samples; [ ] = remark or other dose. Not a hit list. Share with any hit: about 4%.
SMILES,DENV2 CPE,miR122 inh,CFTR F508del cor,SIRT5 block,CASP6 VEID inh,ERAP1 HTS inh,ERp5 block
CN(CC(=O)N1CCCCC1)S(=O)(=O)c1ccc(Cl)cc1,-3,1,2.2,-3,-4,-1,-7
O=C1CN(Cc2ccccc2)C[C@@H]2[C@@H](c3ccc(Br)cc3)[C@@H](CO)N12,-6,/,2.6,-3,3,-1,-4
CCOc1ccc(OCCCC(=O)N2CCN(S(=O)(=O)c3ccccc3C#N)CC2)cc1,1,1,3.0,0,-3,2,5
O=C(NC1CCSC1=O)C1CC(=O)N(c2ccc(F)cc2)C1 (stereo not drawn),17,-3,-1.4,2,23,0,-2
O=C(c1ccc(Cl)cc1)N1CCc2c([nH]c3ccccc23)C1C(F)(F)F (stereo not drawn),26*,-7,0.9,3,2,5,/
C[C@H](CO)N1C[C@H](C)[C@H](CN(C)Cc2ccc3c(c2)OCCN3C)OCc2cnnn2CCCC1=O,-4,8[16.7 µM],-1.4,-17,-2,16,-4
COc1ccc(S(=O)(=O)N[C@@H]2C=C[C@@H](CC(=O)NCCc3ccccc3)O[C@@H]2CO)cc1,39*,/,-1.2,-1,3,-1,2
CCC(=O)N1CCCC1(C)C(=O)Nc1ccc(C)c(C)c1 (stereo not drawn),2,-4,-1.9,-4,-1,1,4
O=c1c2ccccc2cnn1Cc1n[nH]c(=S)n1-c1ccccc1F,-4,3,1.0,-1,-1,3,4
CCCCN1C(=O)C(=O)N(CC(=O)N2CCc3ccccc32)C1=O,-7,-10,-1.9,0,-5,1,4

# Brought forward from above: 5 entries, followed by the next part.
SMILES,DENV2 CPE,miR122 inh,CFTR F508del cor,SIRT5 block,CASP6 VEID inh,ERAP1 HTS inh,ERp5 block
C[C@H](CO)N1C[C@H](C)[C@H](CN(C)Cc2ccc3c(c2)OCCN3C)OCc2cnnn2CCCC1=O,-4,8[16.7 µM],-1.4,-17,-2,16,-4
COc1ccc(S(=O)(=O)N[C@@H]2C=C[C@@H](CC(=O)NCCc3ccccc3)O[C@@H]2CO)cc1,39*,/,-1.2,-1,3,-1,2
CCC(=O)N1CCCC1(C)C(=O)Nc1ccc(C)c(C)c1 (stereo not drawn),2,-4,-1.9,-4,-1,1,4
O=c1c2ccccc2cnn1Cc1n[nH]c(=S)n1-c1ccccc1F,-4,3,1.0,-1,-1,3,4
CCCCN1C(=O)C(=O)N(CC(=O)N2CCc3ccccc32)C1=O,-7,-10,-1.9,0,-5,1,4
CN(C)C(=O)[C@H]1[C@H](CO)[C@H]2Cn3c(ccc(C4=CCCC4)c3=O)[C@@H]1N2C,0,-9[16.7 µM],-1.4,-7,1,-1,-1
Cc1noc(C)c1NC(=O)Nc1ccc2c(c1)C(=O)N([C@H](C)CO)C[C@@H](C)[C@@H](CN(C)S(=O)(=O)c1cccs1)OCCCC[C@H](C)O2,4,13[16.7 µM],-0.7,2,-1,-1,-7
COc1ccc(C(=O)/C=C/Nc2ccccn2)c(OC)c1,8,-4,1.3,-4,-5,-3,1
COc1ccc(CNC(=O)C[C@@H]2C=C[C@H](NC(=O)Nc3ccc4c(c3)OCO4)[C@H](CO)O2)cc1,13,/,-3.5,-4,-1,-1,-5
CCC(SC1=NCCS1)C(=O)Nc1nnc(-c2ccccc2OC)s1 (stereo not drawn),2,3,-2.4,1,-2,2,-3
c1ccc(Nc2nc(CSc3ncn[nH]3)cs2)cc1,-6,/,-0.5,0,2,7,1
Nc1c2c(nn1-c1ccccc1)CCC2,2,/,2.1,-1,-1,2,1
C[C@@H]1CN([C@H](C)CO)C(=O)Cc2cc(NS(C)(=O)=O)ccc2O[C@@H]1CN(C)S(=O)(=O)c1ccc(F)cc1,-2,-7[16.7 µM],-1.2,1,-2,9,6
Cc1c(CCC(=O)NCCCN2CCCC2=O)c(=O)oc2c(C)c(O)ccc12,?,3,2.1,/,-4,/,3
Cc1ccc(C)c(SCC(=O)Nc2ccc(C)c(S(=O)(=O)N3CCOCC3)c2)c1,-6,26,-1.7,1,5,-4,1
C[C@@H]1CN([C@H](C)CO)C(=O)c2cc(NC(=O)CCC(F)(F)F)ccc2O[C@@H](C)CCCCO[C@@H]1CN(C)Cc1ccc(C(=O)O)cc1,8,4[16.7 µM],-1.2,4,1,2,0
CCC(CC)NC(=O)CC(c1ccccc1)c1ccccc1,0,-2,/,-5,-6,0,7
CC(=O)N1[C@@H](CO)[C@@H](c2ccccc2)[C@@H]1CN(CC1CCC1)C(=O)CN(C)C,-6,-7[16.7 µM],1.0,2,2,-3,-1
C=CCNC(=O)c1ccc2c3n(nc2c1)-c1ccccc1CO3,/,-4,0.4,/,10,0,-4
CCOC(=O)N(C)c1c(CC)nc2c(OCCOc3ccccc3)cccn12,-11,1,-5.6,5,5,-3,1
COCC#Cc1cnc2c(c1)C(=O)N([C@@H](C)CO)C[C@@H](C)[C@@H](CN(C)C(=O)Cc1ccncc1)O2,-6,-4[16.7 µM],-0.4,0,0,-2,-8
C[C@H](NC(=O)C[C@@H]1CC[C@@H]2[C@H](COC[C@@H](O)CN2C(=O)Nc2ccccc2)O1)c1ccccc1,7,-4[16.7 µM],-4.2,0,1,0,4
CN(CC(=O)Nc1ccc(Br)cc1)Cc1ccccc1,-6,17,-1.9,1,-2,1,2
Cc1cc(C(=O)Nc2cccc3c2O[C@@H](CN(C)Cc2ccc4c(c2)OCO4)[C@@H](C)CN([C@H](C)CO)C3=O)n(C)n1,-4,33[16.7 µM],0.2,-1,0,2,2
O=C(/C=C/c1ccccn1)c1cc(Cl)cc(Cl)c1O,-4,40,2.3,2,-1,-2,4
C[C@H](CO)N1C[C@H](C)[C@@H](CN(C)C(=O)c2ccc3c(c2)OCO3)Oc2cc(C#Cc3ccccc3F)ccc2S1(=O)=O,0,-33[16.7 µM],-2.3,11,0,1,0
Cc1cc(C)c(NC(=O)C2c3ccccc3Oc3ccccc32)c(C)c1,19,-9,-4.1,0,-1,-1,0
CCOC(=O)C1C(c2cccnc2)NC(=O)NC1(O)C(F)(F)F (stereo not drawn),-1,-3,-2.5,-3,1,-2,-3
Cc1cccc(NC(=S)N2CCC(NC(=O)C3CCCCC3)CC2)c1,0,-5,-1.1,1,6,2,-2
Cn1cnc([N+](=O)[O-])c1SCC(=O)NN,17,/,-0.7,/,-1,-2,1
C[C@@H]1CN([C@@H](C)CO)C(=O)c2cccc(NC(=O)C3CCCCC3)c2O[C@@H]1CN(C)Cc1ccc2c(c1)OCO2,-4,-3[16.7 µM],1.8,3,1,2,-7
Cc1ccc([N+](=O)[O-])cc1NC(=O)C(C)N1CCCCC1 (stereo not drawn),-1,/,2.1,1,40*,-3,0
CC(=O)n1cc(C2CC(=O)OC3=C2CC(=O)C(C)(C)C3)c2ccccc21 (stereo not drawn),-3,-11,-1.0,-1,/,-3,1
Cc1cc(C)c(NS(=O)(=O)c2ccccc2)c(C)c1,-7,-2,-0.3,-1,3,4,-10
C[C@@H]1CN([C@H](C)CO)C(=O)c2cc(Br)cnc2O[C@@H]1CN(C)CC1CC1,-3,-2[16.7 µM],-0.8,0,4,5,4
Cc1ccccc1Sc1ncccc1[N+](=O)[O-],-1,/,-2.4,-2,2,-1,-1
Cn1ncc(Cl)c1C(=O)N/N=C/c1cccc(OC2CSC2)c1,-9,/,-2.0,-3,2,-1,-3
Cc1noc(C)c1NC(=O)Nc1ccc2c(c1)C(=O)N([C@H](C)CO)C[C@H](C)[C@@H](CN(C)C(=O)Nc1ccc(C(F)(F)F)cc1)OCCCC[C@H](C)O2,-16,7[16.7 µM],-0.3,21*,0,0,-6
CN(C(=O)COC(=O)C1CCN(S(=O)(=O)c2ccc(Cl)cc2)CC1)C1CCS(=O)(=O)C1 (stereo not drawn),-4,-1,-1.9,-2,-1,4,5
COc1ccc(CN(C)C[C@@H]2OCCCC[C@H](C)Oc3ccc(NS(=O)(=O)c4c(C)noc4C)cc3C(=O)N([C@H](C)CO)C[C@H]2C)cc1,-14,/,-1.9,-1,-2,3,4
Cc1ccc(S(=O)(=O)N(C)C[C@H]2Oc3ccc(NC(=O)Cc4ccccc4)cc3C(=O)N([C@@H](C)CO)C[C@@H]2C)cc1,13,-14[16.7 µM],-3.2,-5,3,0,-3
Cc1cccc(C(C)C)c1NC(=O)c1cc2ccccc2o1,-6,4,2.1,7,-1,-3,1
COc1cccc(NC(=O)NC2CC(=O)N(c3ccc4c(c3)OCCO4)C2)c1 (stereo not drawn),-10,-4,0.5,9,2,-2,2
COc1cccc(-c2nc3n(n2)C(c2ccccc2Cl)C(C(N)=O)=C(C)N3)c1 (stereo not drawn),-3,-2,1.2,-1,-1,0,-1
O=C(C1CCOCC1)N1CC(=O)N2[C@@H](CO)[C@H](c3ccc(C#CC4CCCCC4)cc3)[C@@H]2C1,?,/,1.0,-2,-1,2,1
O=C(Cc1ccccc1)N1CC(=O)N2[C@H](C1)[C@@H](c1ccc(Br)cc1)[C@@H]2CO,-12,/,-3.4,9,-2,1,-3
CN(C)CC/C=C1/c2ccccc2Sc2ccc(Cl)cc21,0&4,11&-6,0.6&-1.3,-5&-3,-2,3&0,0&-1
NC(=O)Nc1ccc(Oc2ncc(C(F)(F)F)cc2Cl)cc1,7,/,2.7,-3,-2,1,0
O=C(c1cc2cc(F)ccc2[nH]1)N1CCC(Cc2ccccc2)CC1,7,4,-0.9,-2,-3,0,0
COc1ccc(-c2cc(-c3nnc(COC(=O)c4ccncc4)o3)c3ccccc3n2)cc1OC,1,/,2.8,-6,0,-3,-1
C=CCOc1ccc(CN(C)CC(=O)Nc2ccccc2[N+](=O)[O-])cc1,3,2,-1.3,1,/,-2,3
Cc1cc(NS(=O)(=O)c2ccc(NC(=O)C(C)Oc3ccccc3Cl)cc2)no1 (stereo not drawn),?,1,3.4,-3,2,-5,-2
C[C@H](CO)N1C[C@H](C)[C@H](CN(C)S(=O)(=O)c2ccc(F)cc2)OCCCC[C@H](C)Oc2ccc(NS(=O)(=O)c3ccc(F)cc3)cc2C1=O,-7,9[16.7 µM],0.2,/,/,/,/
CC1(C(=O)NS(=O)(=O)C2CC2)CCN(C(=O)c2cc3ccccc3s2)C1 (stereo not drawn),19,-1,0.7,-3,0,2,-1
CC(C)CCc1noc(CN2CCC(CCN3CCCC3=O)CC2)n1,-2,/,-1.3,0,0,8,-5
# (more compounds)
SMILES,DENV2 CPE,miR122 inh,CFTR F508del cor,SIRT5 block,CASP6 VEID inh,ERAP1 HTS inh,ERp5 block
CC(=O)c1c(COC(=O)c2cccc(C)c2)nc2ccccc2[n+]1[O-],1,/,0.0,-4,0,-1,2
COc1ccc(CC(=O)OCC(=O)Nc2ccc3c(c2)OCO3)cc1,5,/,-0.2,-5,0,-1,3
COc1ccc(C(=O)N2CCCN(C)CC2)c(OC)c1,-9,-2,-1.3,-3,-6,-1,2
CC(C)CNS(=O)(=O)c1ccc(S(=O)(=O)N2CCN(C3CCCC3)CC2)cc1,-1,-3,-0.1,1,0,3,3
Cc1cc(N2CCCC2)n2nc(C)nc2n1,1,-1,-1.4,/,5,5,-5
CC1(C(=O)Nc2ccc3c(c2)OCCO3)CCN1C(=O)Cc1ccc(-c2ccccc2)cc1 (stereo not drawn),-2,1,-0.8,/,-2,0,-2
COc1ccc(/C=C2/SC(=S)N(CCCC(=O)Nc3ccc(O)cc3)C2=O)cc1OC,9,/,1.5,1,4,3,-13
C[C@@H]1CN([C@H](C)CO)C(=O)c2cccc(NC(=O)Nc3cccc4ccccc34)c2O[C@@H]1CN(C)C,-3,/,-2.6,-2,-1,-3,9
O=C(C[C@@H]1CC[C@@H](NC(=O)Cc2ccccn2)[C@@H](CO)O1)NCCc1ccccc1,?,/,0.3,4,-10,1,/

# High-throughput results as filed in PubChem.
